ASAP1 GAP inh: ASAP1 ArfGAP inhibition. Q9ULH1. ASAP1-stimulated ARF1 GTP hydrolysis, GDP FP detection. inhibition, % at 16.5 µM. actives 0.19% (n = 360,000); in the data active means inhibition above about 25%;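 further: 0% = vehicle with enzyme and substrate and 100% = no enzyme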
DDE Tn6 FP inh: DD(E)-Tn6 binding inhibition, primary FP screen; Fibrin DD(E) TRITC-Tn6 fluorescence polarization displacement; inhibition, % at 8.3 µM; actives 0.21% (n = 370,000); AID 720509;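 active means inhibition above a per-campaign cutoff: mean of compounds within control limits plus 3 SD, cut at about 15% in these data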;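 further: 0% = median of all compound wells on the plate and 100% = blocking peptide control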
ADAM10 inh: inhibits human ADAM10 | actives 0.62% (n = 370,000) | recombinant ADAM10, EDANS/DABCYL FRET peptide cleavage, 3 h | inhibition, % at 7 µM;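 active means inhibition above a per-campaign cutoff equal to the mean of compounds falling between control-based bounds plus 3 SD, cut at about 20% in these data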;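 further: 0% = DMSO wells while the 100% control is not disclosed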
Target sequence (O14672 214-748 limits assumed): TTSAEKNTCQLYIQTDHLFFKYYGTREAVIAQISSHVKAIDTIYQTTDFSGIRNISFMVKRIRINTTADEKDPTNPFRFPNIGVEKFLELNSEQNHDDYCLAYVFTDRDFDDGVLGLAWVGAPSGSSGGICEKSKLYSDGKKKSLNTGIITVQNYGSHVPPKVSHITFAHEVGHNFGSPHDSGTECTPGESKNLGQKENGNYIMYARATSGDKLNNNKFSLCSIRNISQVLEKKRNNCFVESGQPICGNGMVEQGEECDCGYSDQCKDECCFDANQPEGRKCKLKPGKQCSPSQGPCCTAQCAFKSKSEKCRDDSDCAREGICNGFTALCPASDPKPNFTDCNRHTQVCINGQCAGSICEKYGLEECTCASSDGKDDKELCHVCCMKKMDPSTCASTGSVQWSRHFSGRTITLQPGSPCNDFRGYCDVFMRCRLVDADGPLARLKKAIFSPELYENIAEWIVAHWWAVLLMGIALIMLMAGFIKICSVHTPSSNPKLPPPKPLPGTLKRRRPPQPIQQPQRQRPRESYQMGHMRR
ADAM17 inh: inhibits human ADAM17. P78536. recombinant ADAM17, EDANS/DABCYL FRET peptide cleavage. inhibition, % at 6.95 µM. actives 0.83% (n = 370,000);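 active means inhibition above the mean of compounds lying between control limits plus 3 SD, set per campaign, cut at about 8.5% in these data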;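 further: 0% = DMSO-only wells as the low control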
LEDGF integ inh: blocks HIV-1 LEDGF/p75-dependent DNA integration; AID 743269; actives 0.64% (n = 370,000); TR-FRET IN-LEDGF/p75 DNA integration, Eu/Cy5; inhibition, % at 3.7 µM;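 active means inhibition above the screen-wide mean plus 3 SD, cut at about 13% in these data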;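 further: signal is the Cy5 over europium emission ratio at 671 and 618 nm; 0% = plate median of compound wells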
ARFGAP1 inh: rat ARFGAP1 inhibition; Arfgap1-stimulated ARF1 GTP hydrolysis, GDP FP detection; inhibition, % at 16.5 µM; actives 0.26% (n = 360,000);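 active means inhibition above a per-plate limit, mean inhibition of low control wells plus 3 SD, cut at about 25% in these data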;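 further: 0% = DMSO wells with enzyme and 100% = wells lacking Arfgap1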
Target sequence (Q62848 1-136 limits assumed): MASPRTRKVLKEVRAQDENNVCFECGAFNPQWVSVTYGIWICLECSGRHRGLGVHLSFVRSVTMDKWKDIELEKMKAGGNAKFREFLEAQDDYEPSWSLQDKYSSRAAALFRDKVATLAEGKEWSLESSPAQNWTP
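Assay system: purified rat His6-Arfgap1 residues 1-136 (GAP domain); Reagent: human Δ17 ARF1 bound to GTP; Dosing: 16.5 µM single point, 1.26% DMSO; Times: GTP hydrolysis reaction 2 h at 25 °C; Signal: FP, GDP Alexa 633 tracer displaced from anti-GDP antibody, 620/688 nm; Measure: % inhibition from polarization.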
PLC-gamma1 inh: PLC-gamma1 (human) inhibition, primary screen; P19174; purified PLC-gamma1, fluorogenic substrate, fluorescence; inhibition, % at 12.2 µM; actives 0.84% (n = 370,000); AID 720700; in the data active means inhibition above about 9.5%
Tn7 DDE FP: inhibitors of Tn7 peptide binding to human fibrin DD(E); FP displacement of FITC-Tn7 peptide from fibrin DD(E); 0% = median of compound wells per plate; inhibition, % at 8.3 µM; actives 0.13% (n = 370,000); AID 720508;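 active means inhibition above the mean of compounds falling within the control limits plus 3 SD of them, cut at about 14% in these data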;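 further: 0% = plate median of compound wells and 100% = 10 µM Aha-Tn7 peptide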
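System: human fibrin DD(E); quantity: Fibrin-DD(E) at 2 µM final; also added: fluorescent Tn7 probe at 0.1 µM; compound dosing: single nominal test concentration of 8.3 µM per compound; schedule: 10 min preincubation, 3 h with tracer, room temperature; detection: fluorescence polarization of the labelled Tn7 tracer; repeats: one replicate per compound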
proKLK7 act: activators of human kallikrein-7 zymogen; P49862; purified proKLK7, EDANS-DABCYL substrate fluorescence; 100% is mature enzyme control, 0% vehicle; activation, % at 7 µM; actives 0.9% (n = 370,000);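 active means activation above the mean of all tested compounds plus 3 SD, computed per campaign excluding outliers beyond control limits, cut at about 13% in these data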
Target sequence (P49862 whole entry, looked up): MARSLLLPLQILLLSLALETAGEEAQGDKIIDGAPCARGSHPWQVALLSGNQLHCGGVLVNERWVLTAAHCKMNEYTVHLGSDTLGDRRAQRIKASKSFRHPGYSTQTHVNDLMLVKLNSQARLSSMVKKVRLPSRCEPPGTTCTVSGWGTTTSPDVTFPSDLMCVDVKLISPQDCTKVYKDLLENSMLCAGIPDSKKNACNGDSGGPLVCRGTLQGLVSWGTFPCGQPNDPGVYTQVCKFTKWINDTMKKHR
TDP2 inh: blocks human TDP2 phosphodiesterase activity. recombinant TDP2, T5PNP hydrolysis, p-nitrophenol absorbance 415 nm. inhibition, % at 12.8 µM. actives 0.34% (n = 370,000). AID 720702;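 active means inhibition above the mean of all tested compounds plus 3 SD, set per campaign, cut at about 25% in these data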;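 further: 0% = DMSO with enzyme and 100% = buffer with substrate but no TDP2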
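Test system: Human TDP2 enzyme | Reagent: 5 mM T5PNP | Compound dosing: 12.8 µM single point, 1% DMSO | Incubation: Enzyme reaction with compound for 2 h at 37 °C | Technique: p-Nitrophenol epi absorbance | Read-out: % inhibition relative to enzyme-containing and enzyme-free wells | Benchmarks: High control without enzyme, low control DMSO plus TDP2 | Replicates: Singlicate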
* marks the source's active call; other numbers are inactive results; i = inactive; . = no result given.

cpd	SMILES	ASAP1 GAP inh	DDE Tn6 FP inh	ADAM10 inh	ADAM17 inh	LEDGF integ inh
1	CCC(C)NC(=O)C1CCN(S(=O)(=O)c2ccc3[nH]c(=O)ccc3c2)CC1 (stereo unspecified)	0	-3	-12	-4	5
2	CCOc1ccc(-c2nc(N)ncc2-c2ccc(Cl)cc2)c(O)c1	19	-9	11	1	-4
3	Cc1cc(C)cc(NS(=O)(=O)c2cc(Br)cnc2N)c1	2	-4	6	3	0
4	O=C(Oc1nsnc1N1CCOCC1)c1ccccc1	-18	-16	3	0	5
5	O=C(Nc1cccnc1)c1cc(-c2ccccc2)on1	9	3	-2	-5	1
6	Cn1c(=O)c(=O)n(C)c2cc(S(=O)(=O)N3CCCC3C(=O)Nc3ccc(F)cc3)ccc21 (stereo unspecified)	5	1	-30	-10	-2
7	Cc1[nH]c2ccccc2c1-c1csc(N)n1	23	6	-7	-2	4
8	CCOC(=O)C1CCN(Cc2nc3ccccc3c(=O)n2-c2ccc(F)cc2)CC1	-6	-8	10	2	2
9	CCC(Cc1ccccc1)NC(=O)C1CCCCC1 (stereo unspecified)	-7	13	-6	-3	0
10	Cc1ccc(C)c(S(=O)(=O)NC(C)C(=O)Nc2ccc(-c3nc4ccccc4s3)cc2)c1 (stereo unspecified)	5	-4	-188	-63	0

cpd	ARFGAP1 inh	PLC-gamma1 inh	Tn7 DDE FP	proKLK7 act	TDP2 inh
1	-6	3	6	-0.3	4
2	0	-7	-1	-0.8	13
3	-4	3	-4	-0.5	2
4	9	4	-3	0.0	6
5	-3	0	3	-1.4	5
6	-13	-7	1	-0.3	4
7	9	-9	-8	-0.3	0
8	4	1	-2	-0.5	-11
9	-4	-6	-1	-0.1	8
10	4	-14	-2	-0.1	-2

Part of the list above, with two lines to a compound:
Each structure is followed by: ASAP1 GAP inh | DDE Tn6 FP inh | ADAM10 inh | ADAM17 inh | LEDGF integ inh | ARFGAP1 inh | PLC-gamma1 inh | Tn7 DDE FP | proKLK7 act | TDP2 inh
1) CCC(C)NC(=O)C1CCN(S(=O)(=O)c2ccc3[nH]c(=O)ccc3c2)CC1 (stereo unspecified)
 : 0 | -3 | -12 | -4 | 5 | -6 | 3 | 6 | -0.3 | 4
10) Cc1ccc(C)c(S(=O)(=O)NC(C)C(=O)Nc2ccc(-c3nc4ccccc4s3)cc2)c1 (stereo unspecified)
 : 5 | -4 | -188 | -63 | 0 | 4 | -14 | -2 | -0.1 | -2
9) CCC(Cc1ccccc1)NC(=O)C1CCCCC1 (stereo unspecified)
 : -7 | 13 | -6 | -3 | 0 | -4 | -6 | -1 | -0.1 | 8
4) O=C(Oc1nsnc1N1CCOCC1)c1ccccc1
 : -18 | -16 | 3 | 0 | 5 | 9 | 4 | -3 | 0.0 | 6

Later entries.
cpd	SMILES	ASAP1 GAP inh	DDE Tn6 FP inh	ADAM10 inh	ADAM17 inh	LEDGF integ inh
11	CCc1nc2c(OCCn3cccc3)cccn2c1N(C)C(=O)C1CC1	2	-1	-13	0	1
12	CCCN1C(=O)C2(SC(NC(C)=O)=NN2C(C)=O)c2cc(C)ccc21 (stereo unspecified)	-5	-3	-8	-4	-6
13	Cc1ccc2cc(C#N)c(N3CCCC3)nc2c1C	5	1	-329	-105	8
14	CC(C)CC(NC(=O)OCc1ccccc1)C(=O)NC(Cc1ccccc1)C(=O)CCl (stereo unspecified)	4	3	-1	-2	-2
15	Cc1ccc(C)c(Cn2c(=O)n(CCC(=O)NCc3ccco3)c(=O)c3ccccc32)c1	-3	13	-4	-3	0
16	COc1ccc(OCCCC(=O)Nc2nc(C)c(C(C)=O)s2)cc1	1	0	0	-5	2
17	CC(C)CCN(C(=O)C1CSC2(C)CCC(=O)N12)c1c(N)n(Cc2ccccc2)c(=O)[nH]c1=O (stereo unspecified)	10	-5	-10	-4	-2
18	O=C(NCCSCc1ccco1)Nc1cccc(Cl)c1	15	-1	10	6	5
19	COc1ccc(-c2cc3cc(OC)c(OC)cc3cn2)cc1OC	16	-9	-3	-2	2
20	O=C(Cn1cc2c(n1)CCCCC2)NC1CCCCCC1	-24	-1	-7	-1	-1

cpd	ARFGAP1 inh	PLC-gamma1 inh	Tn7 DDE FP	proKLK7 act	TDP2 inh
11	-1	-3	-2	-0.1	-6
12	3	0	-5	0.3	-9
13	-5	-135	3	12	-2
14	-11	-3	-6	-0.1	8
15	-7	-1	1	0.2	0
16	12	0	6	0.1	0
17	11	0	-4	0.1	-8
18	2	1	-4	-0.3	-10
19	3	-21	1	-0.2	-3
20	-8	-2	-2	-0.1	1

Entries above with a furan ring, fused or not, in the order listed:
cpd	SMILES	ASAP1 GAP inh	DDE Tn6 FP inh	ADAM10 inh	ADAM17 inh	LEDGF integ inh
15	Cc1ccc(C)c(Cn2c(=O)n(CCC(=O)NCc3ccco3)c(=O)c3ccccc32)c1	-3	13	-4	-3	0
18	O=C(NCCSCc1ccco1)Nc1cccc(Cl)c1	15	-1	10	6	5

cpd	ARFGAP1 inh	PLC-gamma1 inh	Tn7 DDE FP	proKLK7 act	TDP2 inh
15	-7	-1	1	0.2	0
18	2	1	-4	-0.3	-10

(further entries)
cpd	SMILES	ASAP1 GAP inh	DDE Tn6 FP inh	ADAM10 inh	ADAM17 inh	LEDGF integ inh
21	Cc1cccc(N(CC(=O)N/N=C/c2ccc(OCC(=O)NCc3ccco3)cc2)S(C)(=O)=O)c1C	11	-8	10	3	0
22	Cc1ccnc(NC(=O)C2CCC(CNc3c(N4CCCC4)c(=O)c3=O)CC2)c1 (stereo unspecified)	-2	-5	-10	-2	7
23	Cc1nn(C)c2ncc(C(N)=O)c(Oc3cccnc3)c12	-14	3	-21	-11	-1
24	Cc1nc2cc(C(=O)O)ccc2n1C1CCCCC1	-7	3	7	1	1
25	O=C1CC(c2ccccc2)c2c(O)cc(O)cc2O1 (stereo unspecified)	4	-4	2	-2	-1
26	CCOC(=O)C1=C(c2ccccc2)O/C(=C(/C(=O)OC)C(F)(F)F)S1	-4	0	12	1	0
27	CCOC(=O)/C=C1/SCC(=O)N1Cc1ccc(Br)cc1	6	-2	0	0	-1
28	COc1ccc(-n2c(Cc3cccs3)nnc2SCC(=O)Nc2cccc3ccccc23)cc1	.	-4	10	4	-4
29	COc1cc(C2C(C#N)=C(N)OC3=C2C(=O)CC(C)(C)C3)cc2c1OCO2 (stereo unspecified)	-1	0	-17	-6	10
30	Cc1nn(-c2ccccc2)c(C)c1C(=O)OCC(=O)NCc1ccco1	-6	-1	-1	0	4

cpd	ARFGAP1 inh	PLC-gamma1 inh	Tn7 DDE FP	proKLK7 act	TDP2 inh
21	-9	4	-8	0.5	-5
22	-7	2	-4	-0.4	0
23	4	-5	5	0.2	-2
24	-1	0	3	0.4	-11
25	5	0	-4	0.2	6
26	-2	5	-2	-0.6	-9
27	-4	-3	0	0.0	1
28	.	0	7	-0.2	-7
29	2	-5	1	0.1	-1
30	4	-5	3	0.7	0

Later entries:
cpd	SMILES	ASAP1 GAP inh	DDE Tn6 FP inh	ADAM10 inh	ADAM17 inh	LEDGF integ inh
31	C=CCOn1c(=O)c(-c2ccccc2)[n+]([O-])c2ccccc21	8	-5	-36	-13	9
32	CC(C)(C)CC(=O)O/N=C(\N)c1ccncc1	5	-3	-8	-7	-5
33	O=C(NC1=CC(=O)c2ccccc2C1=O)c1ccccc1	26*	6	-5	-2	4
34	O=C(COc1ccccc1)Nc1ccccc1NS(=O)(=O)c1cccs1	-2	-1	5	-1	-1
35	Cc1nc2ccc(NC(=O)C3=NN(C)C(=O)CC3)cc2s1	-8	-3	-5	5	-2
36	CCCCCCCCN1CN2Cc3cc(OC)ccc3C2CS1(=O)=O (stereo unspecified)	.	-3	1	3	-1
37	Cc1cc(C(=O)N/N=C/c2cccs2)no1	5	4	-1	-2	1
38	CN1CCC(=NNC(=O)c2ccco2)CC1	7	-7	6	0	2
39	CC(C)(C)C(=O)NC1CCN(S(=O)(=O)c2cccc(C(F)(F)F)c2)CC1	-11	1	-3	-2	4
40	CC(C)=CCC/C(C)=C/CNC(=O)C[C@H]1C[C@H](C(=O)N2CCOCC2)[C@@]2(C)c3[nH]c4ccc(Cl)cc4c3CCN2C1=O	-2	2	-10	4	-1

cpd	ARFGAP1 inh	PLC-gamma1 inh	Tn7 DDE FP	proKLK7 act	TDP2 inh
31	-8	-48	0	0.3	-1
32	-4	0	6	0.4	6
33	21	3	-7	0.0	44*
34	2	-3	4	0.1	-4
35	15	4	-4	-0.5	-12
36	.	-5	0	0.0	2
37	6	1	-3	0.3	0
38	4	2	-3	0.3	-1
39	-4	0	5	-0.8	0
40	-1	3	-3	0.7	5

Further structures
cpd	SMILES	ASAP1 GAP inh	DDE Tn6 FP inh	ADAM10 inh	ADAM17 inh	LEDGF integ inh
41	CCC(N=c1cc(-c2ccc(OC)cc2)oc2ccc(C)cc12)C(=O)O (stereo unspecified)	-11	2	i	i	1
42	CC(C)(C)OC(=O)N1CCC[C@H]1C(=O)N1CCC[C@H]1C(=O)NCc1ccncc1	13	4	11	2	5
43	O=C(O)CC1SC(=Nc2ccc(O)cc2)NC1=O (stereo unspecified)	-1	7	-2	5	-6
44	Cc1ccc(S(=O)(=O)NC(C(=O)N2CCOCCOCCOCCOCC2)c2ccccc2)cc1 (stereo unspecified)	6	2	-10	-1	-5
45	CCCCc1ccc(NC(=O)CSc2nc3ncccc3[nH]2)cc1	-3	6	11	1	2
46	Cc1cc(NC(=O)CN2CCCC(C)C2)n(-c2nc3ccccc3s2)n1 (stereo unspecified)	11	4	-2	-5	-3

cpd	ARFGAP1 inh	PLC-gamma1 inh	Tn7 DDE FP	proKLK7 act	TDP2 inh
41	-14	i	-2	36*	-9
42	-2	12*	0	0.1	-11
43	9	2	-1	0.2	-4
44	11	5	-2	-0.2	2
45	13	2	3	-0.1	20
46	12	0	2	-1.1	-6
